Screening data deposited in PubChem BioAssay by National Center for Advancing Translational Sciences (NCATS).
BAZ2B inh: BAZ2B (human) inhibition. Q9UIF8. AlphaScreen BAZ2B-H3K14Ac peptide displacement. Potency, µM (top dose mostly 114 µM), inactives show at the top dose activity change, negative = inhibition, hits mostly inhibitors. 4.4% of 360,000 active. AID 504333; further: potency means the concentration at half of the fitted maximal effect; on the % scale 0 is the no-effect control and ±100 the full control effect; nearly all actives have a fitted effect of over 60% in size
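Multi-concentration screen (max 110 uM) measuring displacement of acetylated histone H3 peptide from BAZ2B by AlphaScreen, using 50 nM protein, 50 nM peptide and 10 ug/mL streptavidin donor plus Ni-chelate acceptor beads.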
PI4K2A block: inhibitors of human PI4K2A | Q9BTU6 | purified PI4K2A, ADP-Glo luminescence, 1 h; active compounds read low | activity change, negative = inhibition, % at 76.9 µM | 0.13% of 420,000 active | AID 1346378; in the data active means activity change below about -50%; inconclusive means mostly about -30% to -49%;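 further: -100% = wells without enzyme as full effect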
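ADP-Glo luminescence measured ADP generated by PI4K2A enzyme (4 ug/mL before mixing) with 1.2 mM PI substrate (pre-mix) and 300 microM ATP (pre-mix). Tris pH7.5 buffer with MgCl2, Triton X-100; 1 h reaction at ambient temperature.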
ALOX12 inh: inhibitors of human 12S-lipoxygenase ALOX12. purified 12hLO, xylenol orange hydroperoxide absorbance. Potency, µM (top dose mostly 108 µM), without a hit: at the highest dose activity change, negative = inhibition, actives largely listed as inhibitors. 1.1% of 580,000 active. AID 1671190; further: potency means the concentration at half of the fitted maximal effect; on the % scale 0 is the no-effect control and ±100 the full control effect
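Purified human 12hLO at 150 nM in 25 mM Hepes, 0.01% Triton X-100, pH 7.0, preincubated 15 min at room temperature with compound. Reaction started with 40 uM arachidonic acid, 30 min at room temperature. Hydroperoxide measured by Fe-xylenol orange, 573/405 nm absorbance ratio.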
JMJD2A Tudor inh: inhibitors of human JMJD2A Tudor domain. O75164. AlphaScreen JMJD2A-Tudor / H3K4me3 peptide binding. Potency, µM (highest dose often 114 µM), for the others: top-dose activity change, negative = inhibition, most hits filed as inhibitors. 4.4% of 390,000 active; further: potency means the concentration at half of the fitted maximal effect; on the % scale 0 is the no-effect control and ±100 the full control effect; nearly all actives have a fitted effect of over 50% in size
G9a block: G9a (human) methyltransferase inhibition; G9a H3K9 monomethylation, AlphaScreen, 2 h; 8.8% of 350,000 active; AID 504332; Potency, µM (highest dose often 102 µM), for inactives: top-dose activity, negative = inhibition, actives largely listed as inhibitors; Q96KQ7; further: potency means the concentration at half of the fitted maximal effect; on the % scale 0 is the no-effect control and ±100 the full control effect; nearly all actives have a fitted effect of over 75% in size
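G9a (20 nM) preincubated 15 min RT with compounds, then 500 nM biotinylated H3K9 peptide and 20 uM SAM added; 2 h RT reaction. Monomethyl-H3K9 product detected by AlphaScreen with anti-H3K9me1 antibody, streptavidin donor and anti-rabbit IgG acceptor beads.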
HP1b binding inh: blocks HP1-beta chromodomain binding to methylated histone tails; Potency, µM (highest dose often 114 µM), for the others: at the highest dose activity change, negative = inhibition, most hits filed as inhibitors; AID 540317; AlphaScreen HP1-beta / biotin-H3K9me3 peptide binding; 0.56% of 390,000 active; P83916; further: potency means the concentration at half of the fitted maximal effect; nearly all actives have a fitted effect of over 70% in size; inactives centre near 23
Target sequence (P83916 whole entry, looked up): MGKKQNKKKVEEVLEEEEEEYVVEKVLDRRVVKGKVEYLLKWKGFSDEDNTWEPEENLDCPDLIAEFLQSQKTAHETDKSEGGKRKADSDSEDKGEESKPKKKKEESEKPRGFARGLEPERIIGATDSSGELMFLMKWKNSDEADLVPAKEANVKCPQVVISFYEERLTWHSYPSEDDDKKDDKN
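AlphaScreen: HP1-beta (50 nM) preformed 30 min with biotin-H3(1-18)K9me3 peptide (50 nM) in PBS pH 7.4, 0.01% Tween-20. Compound added for 30 min at RT, then streptavidin donor/nickel chelate acceptor beads (10 ug/mL) for 30 min.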
GLS inhibitor: glutaminase GLS (human) inhibition. O94925. GLS enzymatic activity, qHTS titration. Potency, µM (highest dose often 45.5 µM), for the others: at the highest dose activity change, negative = inhibition, most hits filed as inhibitors. 0.21% of 410,000 active. AID 624170; further: potency means the concentration at half of the fitted maximal effect; on the % scale 0 is the no-effect control and ±100 the full control effect
Target sequence (O94925 whole entry, looked up): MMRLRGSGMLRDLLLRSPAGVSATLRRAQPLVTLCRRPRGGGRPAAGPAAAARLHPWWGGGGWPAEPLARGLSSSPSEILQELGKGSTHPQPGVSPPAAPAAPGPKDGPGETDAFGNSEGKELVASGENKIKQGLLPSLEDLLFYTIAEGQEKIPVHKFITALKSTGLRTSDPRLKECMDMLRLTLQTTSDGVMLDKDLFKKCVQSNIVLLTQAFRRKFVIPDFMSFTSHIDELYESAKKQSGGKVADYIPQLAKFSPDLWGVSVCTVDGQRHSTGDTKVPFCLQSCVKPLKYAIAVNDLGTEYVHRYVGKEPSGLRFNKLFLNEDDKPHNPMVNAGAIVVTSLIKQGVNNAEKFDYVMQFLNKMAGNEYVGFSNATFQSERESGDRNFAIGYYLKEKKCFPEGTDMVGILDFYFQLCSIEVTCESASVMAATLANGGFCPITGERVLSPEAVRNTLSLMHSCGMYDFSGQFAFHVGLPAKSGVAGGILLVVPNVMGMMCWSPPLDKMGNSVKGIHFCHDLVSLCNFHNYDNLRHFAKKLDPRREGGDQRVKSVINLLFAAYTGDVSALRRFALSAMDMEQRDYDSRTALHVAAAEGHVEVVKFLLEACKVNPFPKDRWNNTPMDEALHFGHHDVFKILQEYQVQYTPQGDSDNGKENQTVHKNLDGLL
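Two-point fluorescence kinetic (t0, 30 min RT) for hKGA; glutamate detected via glutamate oxidase–HRP–Amplex Red. Substrate: 1 mM L-glutamine solution; buffer 45 mM KH2PO4, pH 8.2.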
ERG-DNA inh: blocks human ERG Ets domain binding to DNA; Potency, µM (series often up to 76.9 µM), without a hit: at the top dose FP activity, negative = inhibition, hits mostly inhibitors; AID 624246; fluorescence polarization, His-ERG Ets domain / labelled DNA; 0.028% of 370,000 active; active means well fitted inhibition curve with a large enough effect in the polarisation, with a control signal flat; inconclusive means small, poorly fitted or top-dose-only effect, or effect the other way, or a change in a side signal; inactive means no such curve, though single readings can be large or run the other way; the % refers to the polarisation;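 further: polarization taken with two DNA probes labelled with fluorescein and Texas red; potency means the concentration at half of the fitted maximal effect; % of control where 0% means no effect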
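His-tagged ERG Ets domain (1 uM in the protein solution; 300mM KCl, 50mM Tris-HCl, 1mM EDTA, 1mM DTT, pH 7.5) received compound, then a probe mix of 5 nM fluorescein-DNA and 100nM Texas-615-DNA. Fluorescence polarization was read for both dyes.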
RGS4 inh: inhibitors of human regulator of G protein signaling 4; P49798; Transcreener GDP fluorescence polarization, RGS4-accelerated GTP hydrolysis; Potency, µM (series often up to 114 µM), for the others: top-dose activity change, negative = inhibition, usual class: inhibitors; 0.039% of 390,000 active; AID 504845; further: potency means the concentration at half of the fitted maximal effect; on the % scale 0 is the no-effect control and ±100 the full control effect; nearly all actives have a fitted effect of over 75% in size; some results filed as inactive show a strong effect at the top dose
Target sequence (P49798 whole entry, looked up): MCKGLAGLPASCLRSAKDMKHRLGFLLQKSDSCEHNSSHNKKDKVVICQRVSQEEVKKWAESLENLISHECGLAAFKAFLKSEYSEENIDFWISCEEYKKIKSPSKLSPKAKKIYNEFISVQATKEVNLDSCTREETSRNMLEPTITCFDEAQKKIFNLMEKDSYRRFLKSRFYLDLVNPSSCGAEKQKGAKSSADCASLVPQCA
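MLSMR compounds (23 nl, pin-transferred) preincubated 10 min at room temperature with a 500nM (2x) first reagent, then RGS4 at 900nM (2x) plus Transcreener GDP mix added; fluorescence polarization (620/688 nm) read before and after 90 min at 30 °C.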
Numbers without * were called inactive; ? = inconclusive; . = not tested or not shown; [ ] = another dose, or the depositor's remark. Unless noted, the call rests on the fitted dose curve; in most records, active means well fitted curve in the direction sought with a large enough effect; inconclusive means small, poorly fitted or top-dose-only effect, or another doubt; inactive means no such curve, though single readings can be large; an effect the other way counts as inactive or inconclusive.

SMILES	BAZ2B inh	PI4K2A block	ALOX12 inh	JMJD2A Tudor inh	G9a block	HP1b binding inh	GLS inhibitor	ERG-DNA inh	RGS4 inh
Cc1cccc(-c2nc(S(=O)(=O)c3ccc(F)cc3)c(NCCCN3CCOCC3)o2)c1	71µM*	-8	-28%	?	.	?	5%	-12%	2%
O=C(Cn1nnc(-c2ccccc2)n1)N1CCCCC1	1%	2	0%	-6%	31%	38%	5%	6%	-5%
O=C(NCCCN1CCN(c2cccc(Cl)c2)CC1)c1ccc(N2CCCC2=O)cc1	?	5	0%	-23%	-29%[59 µM]	6%	15%	6%	32%
CN(CC(=O)Nc1cccc(F)c1)CC(=O)Nc1ccccc1[N+](=O)[O-]	?	2	-3%	-18%	-45%[59 µM]	26%	-2%	-3%	-1%
c1ccc2cc(OCc3nc4ccccc4[nH]3)ccc2c1	12%	-1	5%	-17%	?	32%	4%	.	1%
C#CCOCCOCCOCCNc1nc(N2CCN(C(=O)CCCCCCCCCCNC(=O)Cn3cc(CCCCCN)nn3)CC2)nc(N2CCN(C(=O)CCCCCCCCCCNC(=O)[C@H](CO)n3cc(CCCCCN)nn3)CC2)n1	?	-3	.	?	2%[2.33 µM]	3%	-10%	8%	-31%
Cc1occc1C(=O)N/N=C/C1=C(N2CCOCC2)C(=C\c2ccc(Cl)cc2)/CC1	11%	2	-13%	-7%	21%	54%[activator]	-8%	0%	-34%
Cc1ccc(N2CC(C(=O)NCC3CCCO3)CC2=O)cc1Cl (stereo not drawn)	9%	-4	3%	-13%	9%	25%	5%	0%	7%
COc1ccc(C=C2SC(=O)NC2=O)cc1OC	.	4	-21%	-16%	.	22%	8%	8%	-4%
Cc1ccc2c(c1)COc1c3ccc(C(=O)NC(C)C)cc3nn1-2	7%	0	-1%	-4%	19%[12.7 µM]	41%[activator]	-12%	-2%	6%
CC1CCC(N2CCN(C(=O)c3ccccc3F)CC2)CC1 (stereo not drawn)	79µM*	0	?	28µM*	16µM*	?	0%	-7%	-3%
CCOc1ccc(N2C(=O)CC(Cc3cc(C)cc(C)c3)C2=O)cc1 (stereo not drawn)	-8%	-1	-3%	-4%	.	43%	1%	8%	15%
CNc1nc(-c2ccc(S(=O)(=O)N3CCCCC3)cc2)cs1	-2%	4	?	-19%	-33%[12.7 µM]	9%	-3%	2%	-14%
Cc1cccc(OCc2ccc(C(=O)Nc3cc(C)on3)o2)c1	4%	-1	-7%	-12%	23%	5%	10%	-10%	8%
O=C(O)c1cccc2c1C(=O)c1cccc3snc-2c13	-19%	133	-19%	-23%	56µM*	7%	-6%	-6%	-3%

Fetched one by one from above (3):
SMILES	BAZ2B inh	PI4K2A block	ALOX12 inh	JMJD2A Tudor inh	G9a block	HP1b binding inh	GLS inhibitor	ERG-DNA inh	RGS4 inh
CCOc1ccc(N2C(=O)CC(Cc3cc(C)cc(C)c3)C2=O)cc1 (stereo not drawn)	-8%	-1	-3%	-4%	.	43%	1%	8%	15%
Cc1ccc(N2CC(C(=O)NCC3CCCO3)CC2=O)cc1Cl (stereo not drawn)	9%	-4	3%	-13%	9%	25%	5%	0%	7%
Cc1occc1C(=O)N/N=C/C1=C(N2CCOCC2)C(=C\c2ccc(Cl)cc2)/CC1	11%	2	-13%	-7%	21%	54%[activator]	-8%	0%	-34%

(list continues)
SMILES	BAZ2B inh	PI4K2A block	ALOX12 inh	JMJD2A Tudor inh	G9a block	HP1b binding inh	GLS inhibitor	ERG-DNA inh	RGS4 inh
COc1ccc(NC(=O)C2CCN(c3nc(-c4ccc(OC)cc4)no3)CC2)cc1	4%	1	-1%	-22%	16%	-1%	-4%	-17%	-3%
Cn1cnc2c1c(=O)n(CC(O)CO)c(=O)n2C (stereo not drawn)	-36%	1	-16%	-11%	11%[59 µM]	19%	-4%	-3%	40%
COc1cccc(C(=O)N2CCC(C(=O)NCc3ccc(C)cc3)CC2)c1	10%	-8	?	-5%	-7%	0%	-2%	-1%	22%
COc1ccccc1N(CC(=O)NCc1ccccc1C)S(=O)(=O)c1ccc(C)cc1	-15%	0	-10%	?	-11%	-2%	3%	0%	2%
O=C(NC1CCCC1)C(c1ccc(F)cc1)N(C(=O)Cc1cccs1)c1ccc2c(c1)OCCO2 (stereo not drawn)	2%	1	13%	-15%	.	30%	-4%	2%	5%
COc1ccc(OC)c(-n2nnc(-c3nc(-c4cc(OC)c(OC)c(OC)c4)no3)c2C)c1	-2%	0	1%	-14%	-32%[59 µM]	10%	3%	1%	-27%
O=C(CCCN1C(=O)CCC1=O)Nc1ccccc1F	?	2	-1%	-18%	56µM*	5%	-1%	5%	-3%
O=C1c2ccccc2C(=O)N1CC1CCCO1 (stereo not drawn)	0%	-7	.	4%	35%	-2%	14%	-4%	?
CCc1ccc(CNC(=O)c2ccc(NC(=O)C3=CSCCO3)cc2)cc1	-16%	-3	-21%	-6%	2%	28%	-5%	18%	46%
COc1cccc(C2CC(c3cccs3)=NN2C(=O)CSC2=NCCS2)c1OC (stereo not drawn)	-28%	4	-7%	-26%	-1%	21%	-1%	-4%	-33%
COc1ccccc1N1CCN(CCCNC(=O)c2cnn(-c3ccccc3)c2C2CCN(C(=O)OC(C)(C)C)CC2)CC1	1%[57.1 µM]	2	0%	-26%	-9%[59 µM]	-14%	8%	1%	8%
CC(/C=N/Nc1nc(N2CCCCC2)nc(N2CCCCC2)n1)=C\c1ccccc1	-34%	-3	13%	-13%	-19%[59 µM]	11%	?	.	-5%
Cc1cccc(NC(=S)N2CCN(c3ccccn3)CC2)c1	-29%	-2	?	-20%	11%	36%	6%	14%	-26%
Cc1cccc(NC(=O)CSc2nnc(-c3ccco3)n2CC2CCCO2)n1 (stereo not drawn)	1%	0	?	-9%	-1%	33%	4%	-9%	14%
S=C(NCC1CCCO1)Nc1ccc(Cl)cc1 (stereo not drawn)	7%	2	-31%	-5%	-8%[59 µM]	13%	11%	7%	3%
CCn1ncc(Br)c1C(=O)Nc1cc(C)on1	-9%	-4	5%	-11%	.	31%	-2%	3%	-40%
Cc1ccccc1CN1C[C@@H]2C[C@@H](c3ccc4nsnc4c3)N3CCC[C@@]23C1=O	-20%	1	-2%	-34%	?	29%	1%	-5%	16%
CCOC(=O)[C@H]1[C@H]2COc3ccc(C)cc3[C@@H]2N2C(=O)c3ccc(F)cc3NC(=O)[C@@]12C	-22%	3	-23%	-34%	6%[12.7 µM]	-1%	0%	1%	-2%
CCn1c(=O)c(C(=O)Nc2ncccc2O)c(O)c2ccccc21	-31%	0	4%	-17%	-4%[0.501 µM]	52%[activator]	-5%	3%	-6%
O=C(C1CC(=O)N(c2ccc(F)cc2)C1)N1CCCCC1 (stereo not drawn)	5%	0	-18%	3%	-5%[59 µM]	10%	-7%	1%	-20%
Cc1ccc(CNC(=O)CN(c2cccc([N+](=O)[O-])c2)S(C)(=O)=O)cc1	-1%	5	7%	-11%	3%	36%[activator]	1%	4%	-21%
O=C(NCCN1CCCC1)c1cccc(Cl)c1	-20%	2	-10%	4%	17%[12.7 µM]	21%	2%	-29%	-3%
CC(C)C(=O)NC(=S)Nc1ccc(S(=O)(=O)N2CCCC2)cc1	-17%	-3	?	-12%	?	18%	6%	1%	-20%
Cc1ccccc1CCN1CCCC(CN(C)CC(C)(C)C)C1 (stereo not drawn)	11%	-1	-2%	-11%	-7%	25%	-19%	1%	1%
O=C(NCCCN1CCN(Cc2ccccc2)CC1)c1nnc(Cc2c(F)cccc2Cl)o1	-2%	4	2%	-9%	-34%	21%	0%	3%	12%
COc1ccc(C2SCC(=O)N2c2nnc(C34CC5CC(CC(C5)C3)C4)s2)cc1 (stereo not drawn)	-3%	0	-14%	-18%	-4%	38%	0%	1%	-1%
COc1cc(/C=N/O)cc(Br)c1OC	4%	-3	-12%	-19%[57.1 µM]	11%[59 µM]	67%[activator]	5%	-13%	-35%
Cc1ccc(NS(=O)(=O)c2ccc(CCC(=O)NCc3cccnc3)cc2)cc1	-4%	4	?	-3%	40µM*	42%	3%	9%	-8%
CCCn1nc(NC(=O)c2ccco2)c2cc3cc(C)ccc3nc21	20%	-14	?	10%	22µM*	64%[activator]	7%	-3%	-30%
O=C(CCn1cnc2ccccc2c1=O)Nc1ccc(S(=O)(=O)N2CCCC2)cc1	4%	3	-5%	-22%	-6%[59 µM]	33%	0%	-1%	4%
Cc1ccc2c(c1)N(CC(=O)NC1CCC(C)CC1)C(=O)CO2 (stereo not drawn)	3%	-4	-4%	4%	-32%	22%	-2%	2%	18%
COc1ccc(-n2c3c(cc(C(=O)N4CCC(C)CC4)c2=O)C(=O)CC(C)(C)C3)cc1	-34%	2	363%[activator]	4%	?	54%[activator]	0%	-6%	9%
Nc1ccc(C2(c3ccc(N)cc3)OC(=O)c3ccccc32)cc1	-28%	2	3%	35µM*	9%	-2%	13%	-6%	11%
Cn1c(-c2ccccc2)c(C(=O)CC#N)c2ccccc21	-9%	-3	0%	-5%	-1%	20%	18%	-9%	7%

Some of the compounds tested, so the mix of outcomes need not match the whole.
